GAA850 FXN act: frataxin GAA850 promoter activation; HEK293 lucGAA850 FXN promoter luciferase reporter, 24 h; percent of 10 µM SAHA response; activation, % at 6 µM; actives 0.56% (n = 360,000); AID 540364;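 active = activation above the average of all compounds screened plus 3 SD, cutoff fixed separately per campaign, cut at about 7.5% in these data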;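 also: 0% = DMSO wells and 100% = 10 µM SAHA wells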
hcDAF12 agonist: activates DAF-12 receptor from parasite H. contortus; AID 652067; actives 1.4% (n = 370,000); activation, % at 6.8 µM; HEK293 hcDAF-12 lit1-tk-luc reporter, luminescence; 0% DMSO, 100% Δ7-dafachronic acid;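 active = activation above the mean of all tested compounds plus 3 SD, cut at about 5.5% in these data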;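 also: 100% = response to 3 µM Δ7-dafachronic acid high control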
DAX1 inh-1: inhibits human nuclear receptor DAX1 | P51843 | HEK293 Gal4-DAX1 luciferase reporter, luminescence | inhibition, % at 6.75 µM | actives 0.99% (n = 340,000) | AID 504766;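 active = inhibition above the mean over all tested compounds plus 3 SD, cut at about 4.2% in these data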;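 also: 0% = DAX1-transfected cells with DMSO and 100% = empty-vector control cells with DMSO; inhibition shows as a rise in luminescence from relieved DAX1 repression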
Target sequence (P51843 207-470 limits assumed): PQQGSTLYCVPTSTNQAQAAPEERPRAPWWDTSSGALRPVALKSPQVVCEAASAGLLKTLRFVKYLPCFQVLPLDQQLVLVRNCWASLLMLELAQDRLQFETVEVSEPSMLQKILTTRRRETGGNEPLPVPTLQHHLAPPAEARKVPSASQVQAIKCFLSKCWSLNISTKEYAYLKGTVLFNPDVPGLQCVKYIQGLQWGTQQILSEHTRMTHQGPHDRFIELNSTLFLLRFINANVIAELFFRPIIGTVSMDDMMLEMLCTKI
SMARCA2 act: increases SMARCA2 function in MMTV reporter cells; MG213 cells, MMTV-luciferase reporter, dexamethasone, overnight; activation, % at 9.1 µM; actives 1% (n = 370,000); in the data active = activation above about 7.8%;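 also: 0% = vehicle wells and 100% = reference activator wells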
GC-B act: GC-B (human) receptor activation. actives 0.11% (n = 370,000). activation, % at 10 µM. P20594. HEK293-GC-B cells, CNP EC30, cGMP TR-FRET; 0% at EC30 CNP, 100% saturating CNP;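 active = activation at 10 µM reaching about 35% in either raw or pattern-adjusted values, limit read from the data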
hgDAF-12 ag: activates the H. glycines DAF-12 receptor ligand-binding domain | AID 687014 | actives 1.8% (n = 370,000) | activation, % at 6.8 µM | HEK293 GAL4-hgDAF12 UAS-luciferase reporter, agonist luminescence; normalized to butyrate control;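 active = activation above a cutoff set at the mean of all screened compounds plus 3 SD, cut at about 10% in these data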;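 also: 0% = DMSO wells and 100% = sodium butyrate wells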
ssDAF12 agonist: S. stercoralis DAF-12 activation, primary screen; HEK293 ssDAF-12/GRIP1 lit1-tk-luc reporter, luminescence; % of 3 µM dafachronic acid response; activation, % at 6.8 µM; actives 1% (n = 370,000);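 active = activation above the mean over all tested compounds plus 3 SD, cut at about 0.9% in these data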;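 also: 0% = DMSO-only wells and 100% = 3 µM delta7-dafachronic acid wells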
NPR1 activator: GC-A (human) enzyme activation. AID 1671463. actives 0.14% (n = 370,000). activation, % at 10 µM. P16066. HEK293 GC-A cells, cGMP TR-FRET, EC30 ANP; 0% at EC30 ANP, 100% saturating ANP; in the data active = activation above about 40%
DAX1 inh-2: inhibitors of DAX1 repression of SF-1 activated StAR promoter. HEK293T StAR-luciferase reporter, SF-1/DAX-1 repression relief. inhibition, % at 6.8 µM. actives 1.1% (n = 370,000). AID 652010;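 active = inhibition above the mean over all tested compounds plus 3 SD, cut at about 3.6% in these data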;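 also: 0% = DAX-1 cells with DMSO and 100% = cells lacking DAX-1 with DMSO; higher inhibition means more luminescence from relief of DAX-1 repression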
proKLK7 act: activators of human kallikrein-7 zymogen; purified proKLK7, EDANS-DABCYL substrate fluorescence; 100% is mature enzyme control, 0% vehicle; AID 652039; activation, % at 7 µM; actives 0.9% (n = 370,000); P49862;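 active = activation above the mean of all tested compounds plus 3 SD, computed per campaign excluding outliers beyond control limits, cut at about 13% in these data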
Target sequence (P49862 whole entry, looked up): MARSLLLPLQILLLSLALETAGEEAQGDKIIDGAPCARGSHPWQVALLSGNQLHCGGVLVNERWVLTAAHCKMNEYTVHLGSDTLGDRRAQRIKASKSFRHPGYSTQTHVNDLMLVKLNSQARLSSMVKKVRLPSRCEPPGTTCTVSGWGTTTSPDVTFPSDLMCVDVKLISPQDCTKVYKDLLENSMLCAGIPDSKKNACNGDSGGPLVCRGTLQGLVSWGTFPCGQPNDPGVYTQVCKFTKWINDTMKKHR
HGIII-sPLA2 inh: Blocks human group III sPLA2 activity | inhibition, % at 12.2 µM | Q9NZ20 | QFRET BODIPY PC-A2 liposome hydrolysis, fluorescence | actives 0.56% (n = 370,000);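 active = inhibition above mean plus 3 SD of compounds lying within the high and low control bounds, cut at about 19% in these data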;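 also: 0% = median of test compound wells and 100% = no enzyme DMSO wells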
Target sequence (Q9NZ20 whole entry, looked up): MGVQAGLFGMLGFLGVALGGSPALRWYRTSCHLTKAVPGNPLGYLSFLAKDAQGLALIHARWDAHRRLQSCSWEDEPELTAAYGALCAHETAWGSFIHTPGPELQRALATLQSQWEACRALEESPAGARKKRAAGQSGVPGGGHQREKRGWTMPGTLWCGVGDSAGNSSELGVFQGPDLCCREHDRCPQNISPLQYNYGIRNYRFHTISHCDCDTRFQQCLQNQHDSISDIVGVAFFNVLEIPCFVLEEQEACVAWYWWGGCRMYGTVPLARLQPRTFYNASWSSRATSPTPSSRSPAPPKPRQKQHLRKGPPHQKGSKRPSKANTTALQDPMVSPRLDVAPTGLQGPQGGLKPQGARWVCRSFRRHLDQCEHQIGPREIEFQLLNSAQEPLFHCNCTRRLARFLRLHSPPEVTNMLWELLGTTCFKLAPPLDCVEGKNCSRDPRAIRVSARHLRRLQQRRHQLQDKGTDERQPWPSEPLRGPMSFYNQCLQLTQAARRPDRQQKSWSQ
* hit, by the source's call; . = not tested or not shown.

Short forms – A = GAA850 FXN act; B = hcDAF12 agonist; C = DAX1 inh-1; D = SMARCA2 act; E = GC-B act; F = hgDAF-12 ag; G = ssDAF12 agonist; H = NPR1 activator; I = DAX1 inh-2; J = proKLK7 act; K = HGIII-sPLA2 inh
> CCCCOc1ccc(C(=O)n2ccc3ccc(-c4ccc5ccn(Cc6ccccc6)c5c4)cc32)cc1
  A = .	B = -1.4	C = .	D = -2	E = -30	F = 3.2	G = -0.9	H = -7	I = -1.2	J = 4.5	K = 3

> COC(=O)CNC(=O)C1CCC(CNS(=O)(=O)c2cccc3nsnc23)CC1 (stereo unspecified)
  A = 0.2	B = -3.1	C = 0.1	D = 2	E = -4	F = 4.2	G = -0.9	H = 1	I = 0.8	J = 0.3	K = -2

> CC(C)(C)NC(=O)CCN(/N=C/c1ccccc1F)C1=NS(=O)(=O)c2ccccc21
  A = 0.6	B = -0.7	C = 0.0	D = 2	E = -8	F = -2.0	G = -1.0	H = -15	I = -0.1	J = 0.2	K = 0

> COc1ccc(S(=O)(=O)N2CCN(C(=O)COc3ccccc3)CC2)cc1
  A = 1.1	B = -0.6	C = 1.5	D = -2	E = 2	F = 1.0	G = -0.6	H = -6	I = 0.2	J = 0.6	K = -5

> C#CCN(C[C@@H]1[C@@H](OC(=O)NC2CCCC2)[C@@H](OC(=O)NC2CCCC2)CN(C(=O)OC(C)C)N1C(=O)OC(C)C)S(=O)(=O)c1ccc(C)cc1
  A = -3.5	B = -0.9	C = -1.0	D = -6	E = -1	F = -3.0	G = -1.1	H = 0	I = -0.1	J = -0.6	K = -19

> COc1ccc(N2C(=O)C3ON(C4SC(=S)N(C)C4(C)C)C(c4ccc([N+](=O)[O-])cc4)C3C2=O)cc1 (stereo unspecified)
  A = 0.5	B = -1.3	C = 1.3	D = 6	E = 0	F = 0.7	G = -1.2	H = -3	I = -0.3	J = 0.5	K = 2

> Cc1cccc(NC(=O)C2CCN(S(=O)(=O)c3ccc4c(c3)NC(=O)CO4)CC2)c1C
  A = 1.8	B = 0.2	C = 0.3	D = -2	E = -5	F = -2.3	G = -0.1	H = 0	I = -0.3	J = -0.3	K = -14

> CC1CCN(C(=O)c2ccc3c(c2)OCCO3)CC1
  A = 4.8	B = 3.3	C = 1.3	D = 2	E = 5	F = 7.1	G = -1.0	H = 3	I = 1.4	J = 0.1	K = 0

> COc1cccc(CNC(=O)CCNC(=O)Cn2ccc3ccccc3c2=O)c1
  A = -3.0	B = -2.6	C = 0.0	D = 2	E = 5	F = -0.4	G = -1.1	H = -6	I = -0.3	J = -0.1	K = 1

> CC(=O)O[C@@H]1[C@H]2[C@@H](C[C@@H](C)[C@@H]3C=CC(=O)[C@@]13C)OC(=O)[C@@H]2C
  A = -0.4	B = -0.9	C = 0.4	D = -1	E = 5	F = 2.0	G = -1.1	H = 3	I = -0.5	J = -0.4	K = 6

> Cc1cc(/C=C(/C#N)c2cccc(F)c2)c(C)n1-c1cccnc1
  A = 4.5	B = 0.8	C = -1.1	D = 3	E = -6	F = 9.2	G = -0.8	H = -4	I = -0.3	J = 0.9	K = 8

> CN(CC(=O)Nc1ccc(F)c(F)c1F)C(=O)C1COc2ccccc2O1 (stereo unspecified)
  A = 0.8	B = -0.2	C = -0.3	D = 0	E = -1	F = 4.5	G = -0.8	H = 3	I = -1.1	J = -0.1	K = 3

> NC(=O)CSc1nnc(-c2cccnc2)n1Cc1ccccc1
  A = -2.0	B = 1.8	C = -0.9	D = -3	E = 3	F = -1.6	G = -1.3	H = -1	I = 0.3	J = -0.6	K = 6

> CCn1nc(NC(=O)c2ccncc2)c2cc3cccc(C)c3nc21
  A = -3.8	B = -3.1	C = -0.5	D = 4	E = -5	F = 1.1	G = -0.2	H = -3	I = -0.8	J = 0.3	K = -1

> O=C(Cn1cc(C(F)(F)F)cc(Cl)c1=O)NCCc1ccc(Cl)cc1Cl
  A = -0.3	B = -0.5	C = 1.9	D = -3	E = 1	F = 3.0	G = -0.4	H = 0	I = 0.0	J = -0.1	K = 11

> COc1cc2c(cc1NC(=O)COC(=O)/C=C/c1ccccc1)oc1ccccc12
  A = 1.1	B = 0.8	C = 0.8	D = -1	E = -6	F = 2.2	G = -0.5	H = -5	I = -0.8	J = 0.4	K = 10

> Cc1cc(NC(=O)CSc2nc3c(c(=O)n2-c2ccccc2)SC(C)C3)no1 (stereo unspecified)
  A = -1.1	B = 0.3	C = 1.2	D = 0	E = -7	F = 0.2	G = -1.2	H = 0	I = 0.2	J = -0.3	K = 2

> CCOc1ccc(NC(=S)NC23CC4CC(CC(C4)C2)C3)cc1
  A = -0.1	B = -0.6	C = -1.3	D = -2	E = 10	F = 0.4	G = -1.0	H = -3	I = -0.8	J = -0.2	K = -1

> CCOc1ccc(CNC(=O)CCC(=O)n2ncc3ccc(Cl)cc32)cc1
  A = 2.0	B = 5.1	C = 0.8	D = 0	E = -1	F = 1.0	G = -0.9	H = 1	I = -0.1	J = -0.5	K = -4

> CCS(=O)(=O)N1CCC(C(=O)Oc2ccc(C)c(C)c2)CC1
  A = 1.5	B = -2.4	C = 0.0	D = -4	E = 7	F = -0.2	G = -1.8	H = 3	I = -0.3	J = -0.1	K = 10

Whole records as entered above. Screens in order: GAA850 FXN act	hcDAF12 agonist	DAX1 inh-1	SMARCA2 act	GC-B act	hgDAF-12 ag	ssDAF12 agonist	NPR1 activator	DAX1 inh-2	proKLK7 act	HGIII-sPLA2 inh
Cc1cc(NC(=O)CSc2nc3c(c(=O)n2-c2ccccc2)SC(C)C3)no1 (stereo unspecified) in the list: -1.1	0.3	1.2	0	-7	0.2	-1.2	0	0.2	-0.3	2
CN(CC(=O)Nc1ccc(F)c(F)c1F)C(=O)C1COc2ccccc2O1 (stereo unspecified) in the list: 0.8	-0.2	-0.3	0	-1	4.5	-0.8	3	-1.1	-0.1	3
CCOc1ccc(NC(=S)NC23CC4CC(CC(C4)C2)C3)cc1 in the list: -0.1	-0.6	-1.3	-2	10	0.4	-1.0	-3	-0.8	-0.2	-1
O=C(Cn1cc(C(F)(F)F)cc(Cl)c1=O)NCCc1ccc(Cl)cc1Cl in the list: -0.3	-0.5	1.9	-3	1	3.0	-0.4	0	0.0	-0.1	11
CCS(=O)(=O)N1CCC(C(=O)Oc2ccc(C)c(C)c2)CC1 in the list: 1.5	-2.4	0.0	-4	7	-0.2	-1.8	3	-0.3	-0.1	10

(continued)
Short forms – A = GAA850 FXN act; B = hcDAF12 agonist; C = DAX1 inh-1; D = SMARCA2 act; E = GC-B act; F = hgDAF-12 ag; G = ssDAF12 agonist; H = NPR1 activator; I = DAX1 inh-2; J = proKLK7 act; K = HGIII-sPLA2 inh
> O=C(CC1SC(N2CCCCC2)=NC1=O)Nc1cccc(C(=O)Nc2ncccc2O)c1 (stereo unspecified)
  A = -0.1	B = 2.7	C = 0.8	D = -3	E = 0	F = 11*	G = -0.2	H = 0	I = 7.9*	J = -0.5	K = 3

> CC(=O)Nc1ccc(C(CCCc2ccccc2)C2=CCCCC2)cc1 (stereo unspecified)
  A = .	B = -1.9	C = .	D = -3	E = 5	F = 4.2	G = -1.4	H = 0	I = -0.6	J = -0.1	K = -16

> Cc1ccc(C)c(N(C(=O)Cn2nnc(-c3cccs3)n2)C(C(=O)NC2CCCC2)c2ccncc2)c1 (stereo unspecified)
  A = -0.1	B = -1.2	C = 1.2	D = 5	E = -17	F = 1.7	G = -1.0	H = -23	I = 0.4	J = 0.5	K = 1

> O=C(CSc1n[nH]c(-c2ccncc2)n1)Nc1ccccn1
  A = -0.9	B = -0.6	C = -0.2	D = 0	E = 1	F = -0.7	G = -1.0	H = 2	I = 0.7	J = 0.1	K = 3

> N#CCS(=O)(=O)c1cccc[n+]1[O-]
  A = .	B = -0.3	C = .	D = 8.8*	E = 6	F = -1.1	G = -0.7	H = 5	I = 0.6	J = -0.2	K = -2

> O=C(c1ccc(NS(=O)(=O)c2ccc3[nH]c(=O)[nH]c3c2)cc1)N1CCN(c2ccccc2)CC1
  A = -1.1	B = 0.1	C = 0.4	D = -3	E = 4	F = -1.0	G = -1.2	H = 2	I = 1.0	J = 0.1	K = -17

> Cc1ccc(S(=O)(=O)N2CCCN(S(=O)(=O)c3ccc4ccccc4c3)CC2)cc1
  A = -1.0	B = 1.2	C = 0.2	D = -2	E = 6	F = 2.3	G = -1.1	H = 0	I = 0.5	J = -0.2	K = -1

> COc1nc(OC)nc(N2CCC(C(=O)NCc3cccc(OC)c3OC)CC2)n1
  A = .	B = -3.2	C = .	D = 8	E = 4	F = -1.6	G = -1.2	H = 1	I = -1.1	J = 0.5	K = 2

> CN(C)S(=O)(=O)c1cccc(NC(=S)NCc2ccco2)c1
  A = 0.8	B = -2.5	C = 0.5	D = 1	E = 2	F = 0.3	G = -1.4	H = 7	I = -1.5	J = -0.1	K = -2

> C=CCN1N=C(/C=C/c2ccccc2)CCC1=O
  A = 3.3	B = 0.2	C = 1.3	D = -2	E = 0	F = -1.5	G = -0.1	H = 0	I = 1.4	J = 0.1	K = 0

> CCC(C)NS(=O)(=O)c1ccc2[nH]c(=O)oc2c1 (stereo unspecified)
  A = .	B = -1.9	C = .	D = 3	E = -1	F = -3.8	G = -1.2	H = 1	I = 1.2	J = 0.2	K = 0

> CC(=O)c1ccc(NC(=O)N2CCN(c3ccc(C)cc3)C(C)C2)cc1 (stereo unspecified)
  A = 0.4	B = -0.9	C = -1.2	D = 1	E = 3	F = -4.0	G = -1.7	H = -2	I = 0.1	J = 0.2	K = 0

> CC1=C(C(=O)Nc2ccccc2)C(c2cc(CN3CCOCC3)cs2)C2=C(CCCC2=O)N1 (stereo unspecified)
  A = 0.9	B = -0.8	C = -0.7	D = 5	E = 0	F = -1.9	G = -1.6	H = 2	I = -0.8	J = 5.0	K = 0

> Cc1ccc(-c2nc3ccccc3[nH]2)cn1
  A = 3.2	B = 2.5	C = 4.0	D = 2	E = 6	F = 6.9	G = -1.3	H = 8	I = 0.8	J = -2.1	K = 4

> Cc1cc2c(c(=O)o1)[C@@]1(C(=O)N(C)c3ccccc31)C1=C(CCCC1=O)O2
  A = .	B = -0.2	C = .	D = -1	E = 5	F = -1.4	G = -0.7	H = 4	I = -0.1	J = 1.0	K = 7

> CCOc1ccc(CNC(=O)CS(=O)(=O)Cc2nc(-c3ccc(OC)cc3)oc2C)cc1
  A = -2.0	B = -0.2	C = 1.0	D = 0	E = -6	F = -2.6	G = -1.4	H = -6	I = -0.3	J = 0.0	K = -14

> COc1ccccc1N(CCC#N)C(=S)Nc1ccc(S(=O)(=O)N2CCOCC2)cc1
  A = 0.2	B = -0.5	C = -0.2	D = 0	E = -4	F = -2.0	G = -0.8	H = 4	I = -1.0	J = 0.2	K = -3

> COc1cc(CCC(=O)OCC(=O)Nc2c(F)cccc2F)cc(OC)c1OC
  A = 0.4	B = -1.3	C = -0.5	D = -1	E = -1	F = 0.9	G = -1.1	H = 2	I = -0.1	J = -0.1	K = 8

> O=C(OC1CO[C@H]2O[C@@H]1[C@H](OC(=O)c1ccccc1)[C@H]2OC(=O)c1ccccc1)c1ccccc1 (stereo partly specified)
  A = -0.4	B = -1.7	C = .	D = -3	E = 4	F = -2.3	G = -1.1	H = 3	I = 0.3	J = 0.0	K = 5
